Compound activity as filed in PubChem BioAssay.
HUVEC prolif 384: blocks proliferation of human endothelial cells; viability, % at 10 µM (by protocol); HUVEC proliferation, CellTiter-Glo luminescence, 72 h; hits give low values; actives 1.1% (n = 86,000); AID 648;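 active = viability at or below 30%; inactive = viability above 30%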;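 also: 100% = median luminescence of DMSO-only cell control wells on each plate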
PostGolgi yeast: growth inhibition of a yeast mutant, post-Golgi transport screen. post-Golgi transport phenotypic cell assay. inhibition, % at 10 µM. actives 0.9% (n = 98,000);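 also: yeast cells grown in 1536-well plates; yeast grown about 18 h at 30C before absorbance read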
E coli WT exp: blocks growth of wild type E. coli BW25113; growth inhibition, % at 100 µM; OD600 absorbance; actives 0.15% (n = 98,000);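 active = growth inhibition above about 50% at one test dose, limit read from the data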;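 also: growth measured after 20 h incubation at 37 °C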
Lung fibro prol: blocks proliferation of human lung fibroblasts; viability, % at 10 µM; actives 1.1% (n = 85,000); LL 47 human lung fibroblast viability, ATP luminescence; hits give low values;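 active = viability at or below 50% in the single dose screen; inactive = viability above 50%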;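 also: compound exposure lasted 72 h before the ATP readout; 100% = median luminescence of untreated cell-only wells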
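test system = LL 47 human lung fibroblasts | amount = 1,150 fibroblasts seeded per well | medium = 15% FBS in IMEM | times = overnight cell rest, 72 h compound treatment at 37 °C | measured by = CellTiter-Glo luminescence measuring cellular ATP | read-out = viability percentage against median untreated-cell control | benchmarks = cell-only wells, no compound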
S1P2 ag: activates the human S1P2 receptor | O95136 | actives 0.46% (n = 97,000) | S1P2-expressing cell line, agonist reporter read-out | AID 729 | activation, % at 4.5 µM; in the data active = activation above about 16%;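 also: 0% = vehicle low control and 100% = maximal reference agonist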
Target sequence (O95136 whole entry, looked up): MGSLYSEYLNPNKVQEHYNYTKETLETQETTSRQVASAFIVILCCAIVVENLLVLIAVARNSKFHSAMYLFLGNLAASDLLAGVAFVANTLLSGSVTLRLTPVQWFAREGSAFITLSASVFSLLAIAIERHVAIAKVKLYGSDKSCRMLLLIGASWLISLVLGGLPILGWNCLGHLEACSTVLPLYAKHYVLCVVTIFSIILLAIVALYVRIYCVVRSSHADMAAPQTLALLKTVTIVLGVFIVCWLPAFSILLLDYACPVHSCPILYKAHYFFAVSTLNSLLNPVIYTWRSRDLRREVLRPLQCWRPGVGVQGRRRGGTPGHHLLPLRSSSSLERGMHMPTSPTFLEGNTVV
PostGolgi ctrl: inhibits growth of the yeast control strain | efflux-deficient yeast background strain, growth absorbance A615, 16 h | inhibition, % at 10 µM | actives 5% (n = 98,000)
H69AR inhibit: growth inhibitors of human H69AR lung tumor cells | H69AR lung tumor viability, ATP luminescence, 72 h; hits give low values | viability, % at 10 µM | AID 598 | actives 6% (n = 85,000);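 active = viability at or below 40%; inactive = viability above 40%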;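 also: multidrug resistant small cell line overexpressing MRP-1 efflux transporter; 100% = mean luminescence of untreated control wells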
S1P2 antag: antagonists of human S1P2 receptor. O95136. cell-based S1P2 antagonist assay, inhibition at 5 uM. inhibition, % at 5 µM. actives 0.21% (n = 97,000). AID 736; in the data active = inhibition above about 45%;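 also: CRE beta-lactamase reporter cells expressing human S1P2 stimulated with S1P; 0% = agonist at EC80 alone and 100% = agonist plus reference antagonist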
DAT uptake mod: human DAT dopamine uptake with cocaine, either direction; Q01959; LLC-PK1 hDAT cells, [14C]-dopamine uptake with cocaine IC80; actives deviate in either direction; B-score at 10 µM; actives 1.3% (n = 110,000); AID 449768;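 active = Z score or B-score, a plate-position-corrected score, falls beyond the plate's 99.7% confidence bounds, in either direction; inactive = both scores lie inside the 99.7% bounds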;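 also: scored against the spread of the other compound wells on the same plate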
Target sequence (Q01959 whole entry, looked up): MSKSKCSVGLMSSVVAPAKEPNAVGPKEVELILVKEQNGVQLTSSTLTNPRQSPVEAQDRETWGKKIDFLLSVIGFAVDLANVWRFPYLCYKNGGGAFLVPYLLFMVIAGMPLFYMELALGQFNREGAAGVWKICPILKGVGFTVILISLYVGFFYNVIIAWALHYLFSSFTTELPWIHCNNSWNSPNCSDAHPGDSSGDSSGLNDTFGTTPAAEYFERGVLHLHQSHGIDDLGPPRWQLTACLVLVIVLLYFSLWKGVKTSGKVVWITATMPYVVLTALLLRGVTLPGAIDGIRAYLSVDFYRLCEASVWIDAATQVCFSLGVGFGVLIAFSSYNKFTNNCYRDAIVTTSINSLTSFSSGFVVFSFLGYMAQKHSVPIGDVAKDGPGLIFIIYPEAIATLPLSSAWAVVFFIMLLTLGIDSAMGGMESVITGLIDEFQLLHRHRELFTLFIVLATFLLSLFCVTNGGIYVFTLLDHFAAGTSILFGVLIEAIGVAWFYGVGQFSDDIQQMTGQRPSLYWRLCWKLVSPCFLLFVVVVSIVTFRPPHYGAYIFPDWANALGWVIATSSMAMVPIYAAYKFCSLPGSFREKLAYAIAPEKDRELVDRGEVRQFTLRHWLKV
An asterisk follows results filed as active; · = no result given. Rule as the data show it, unless noted: active = inhibition above about 30%; inactive = the rest.

SMILES | HUVEC prolif 384 | PostGolgi yeast | E coli WT exp | Lung fibro prol | S1P2 ag | PostGolgi ctrl | H69AR inhibit | S1P2 antag | DAT uptake mod
CC(C)OC(=O)CN1C(=O)c2ccccc2C1=O | 96 | 2 | 6 | 90 | · | 8 | 98 | · | -1.2
CCc1ccc(C(=O)NC(C(=O)O)C(C)C)cc1 (configuration not stated) | 107 | -5 | -3 | 106 | -9 | -2 | 95 | 2 | -0.32
CCOC(=O)CSc1nc2ccccc2c(=O)n1C | 102 | 0 | -7 | 97 | -6 | 9 | 100 | 3 | -0.088
Cn1c(=O)[nH]c(=O)c2c1nc(SCCN1CCOCC1)n2CCCc1ccccc1 | 103 | -2 | -5 | 96 | -3 | -2 | 60 | -11 | -0.014
O=C(CN1CCN(C(=O)c2ccccc2)CC1)Nc1ncc(Br)cc1Br | 95 | -1 | -3 | 106 | -4 | -1 | 93 | 0 | -0.18
CN(C)c1ccc(C(C(=O)NC(C)(C)C)N(C(=O)c2csnn2)C2CC2)cc1 (configuration not stated) | 94 | 6 | -1 | 102 | 2 | 2 | 92 | 9 | -1.1
COc1ccc(OC)c(NC(=O)C2CC(=O)n3ncnc3N2)c1 (configuration not stated) | 89 | -5 | 0 | 96 | 1 | -6 | 102 | -10 | -1.2
CCSc1nc(C)cc(C)c1S(=O)(=O)c1ccccc1C | · | 21 | 0 | · | -2 | 31* | · | -1 | 0.2
CCCOc1ccc(N2C(=O)C3C(C(C)C)NC4(C(=O)c5ccccc5C4=O)C3C2=O)cc1 (configuration not stated) | 101 | 3 | -11 | 101 | -3 | 5 | 89 | -13 | -0.6
CCNC(=S)N1CC(C)OC(C)C1 (configuration not stated) | · | 1 | 2 | · | 14 | 24 | · | 8 | -0.19
O=C(O)c1ccc(COc2cccc(CO)c2)cc1 | 96 | -17 | -8 | 89 | 0 | -2 | 99 | -15 | -0.38
CSc1ccc(Cn2nnc(C(=O)Nc3ccc(C)c(C)c3)c2N)cc1 | 62 | -5 | 0 | 84 | -4 | 2 | 99 | -4 | 0.16
CCOC(=O)N1CCC(N(CCOC)C(=O)Nc2ccc(Cl)cc2)CC1 | 113 | 9 | 20 | 89 | · | 11 | 67 | · | ·
O=C(NC(c1ccccc1)c1ccccc1)c1ccc(S(=O)(=O)C(F)F)cc1 | 96 | 9 | -3 | 92 | -8 | 9 | 92 | -2 | 0.43
FC(F)(F)c1cnc(Sc2nc3nccc(-c4ccc(Cl)cc4)n3n2)c(Cl)c1 | · | -6 | -1 | · | -6 | 39* | · | 9 | ·
O=C(CCn1cnc2ccccc2c1=O)Nc1nc2c(s1)CCCC2 | 94 | 0 | -3 | 100 | -7 | 4 | 78 | -5 | -0.03
CCOC(=O)c1cc(NC(=O)Nc2ccccc2OC)c(C)nc1C | 80 | -2 | -15 | 102 | -5 | 5 | 62 | -22 | -0.13
CCCOc1ccc(-c2nc(C#N)c(N3CCN(C)CC3)o2)cc1 | 76 | 4 | 17 | 110 | -1 | 5 | 76 | 12 | -0.21
O=S(=O)(NC1CCCC1)c1ccc(S(=O)(=O)N2CCCN(Cc3ccccc3)C2)cc1 | 68 | 2 | 12 | 80 | -4 | 22 | 90 | 3 | 0.38
COc1ccc(S(=O)(=O)NCCc2cn3cccc(C)c3n2)cc1OC | 105 | 2 | 2 | 106 | -8 | 1 | 80 | -2 | -0.031
Cc1ccc(S(=O)(=O)NCCCCCC(=O)Nc2ccccn2)cc1 | 87 | -5 | 5 | 100 | -2 | 3 | 91 | -1 | 0.64
CCc1c(C)nc(N2CCN(Cc3ccccc3)CC2)[nH]c1=O | 102 | 21 | 9 | 103 | -5 | 5 | 93 | -10 | 0.24
Cc1cccc(C)c1OC(=O)CSc1nnc(-c2ccccc2O)o1 | 103 | 1 | -9 | 101 | -6 | -11 | 87 | 20 | -0.45
CCC(C)NC(=O)C1(C)CCC(=O)N1CCc1ccc(OC)c(OC)c1 (configuration not stated) | 101 | -3 | 0 | 101 | -3 | 14 | 100 | 5 | -0.05
COc1ccc(CNC(=O)C(c2ccco2)N(C(=O)c2csnn2)c2cccc(C)c2C)cc1 (configuration not stated) | 104 | · | · | 96 | -7 | · | 77 | 4 | 0.3
O=C1CN(C(=O)CSc2nncn2-c2ccccc2)c2ccccc2N1 | 104 | 3 | 3 | 91 | -5 | -8 | 96 | 5 | 0.042
COC(=O)CSc1nnc(CNC(=O)c2cccs2)n1-c1cccc(C)c1 | 91 | 3 | 1 | 100 | -2 | -7 | 97 | -21 | 0.11
C/C(=N\NC(=O)CNc1ccccc1Cl)C(C)(C)C | 96 | 1 | -4 | 103 | -1 | -1 | 93 | 3 | -0.19
O=C(OCn1nnc2ccccc2c1=O)c1cc2ccccc2o1 | 92 | · | · | 95 | · | · | 99 | · | -0.21
N#Cc1c(N)c(C(=O)c2ccccc2)n2c1CCCC2 | 97 | -1 | -4 | 97 | 0 | 14 | 87 | 13 | 0.34
CC(=O)C1C(c2ccc(C)cc2)c2c(n[nH]c2C)CC1(C)O (configuration not stated) | 102 | 23 | 7 | 99 | -1 | -1 | 94 | 5 | 0.84
Cc1ccc(CC(=O)N2CC(C)OC(C)C2)cc1 (configuration not stated) | 101 | 5 | 5 | 105 | -4 | 4 | 87 | -2 | 0.26
COc1cc(C)c(S(=O)(=O)Nc2ccccc2F)cc1C | 105 | -13 | -2 | 94 | -3 | 14 | 98 | -11 | -0.097
CSc1nc(-c2ccco2)nn1C(=O)c1ccc(C)cc1 | 91 | -2 | -4 | 94 | · | 4 | 100 | · | 0.9
Cc1ccc(S(=O)(=O)NCc2ccc(C(=O)NCCCN3CCN(C)CC3)cc2)cc1 | 90 | 2 | 0 | 102 | -4 | 1 | 98 | 15 | 1.6
CSc1ccc(CN(C)CC(=O)NC(=O)NC(C)(C)C)cc1 | 92 | -2 | 3 | 101 | -6 | -1 | 88 | 4 | -0.54
Cc1nc(-c2coc3cc(O)c(C)cc3c2=O)cs1 | 86 | -2 | -2 | 79 | -4 | 0 | 91 | 5 | -0.8
COc1cc(/C=c2\sc3n(c2=O)CCCN=3)ccc1O | 84 | -8 | -4 | 106 | -5 | 8 | 53 | 15 | -0.65
Nc1nncn1C(=O)CCCN1C(=O)c2ccccc2C1=O | 104 | -1 | 16 | 102 | -3 | 6 | 82 | 17 | -1.3
O=S(=O)(Nc1ccn(-c2ccccc2)n1)c1ccc(Br)cc1 | 94 | 0 | 5 | 98 | -6 | 20 | 103 | 26 | -2.6

Four records picked at random from the list so far:
SMILES | HUVEC prolif 384 | PostGolgi yeast | E coli WT exp | Lung fibro prol | S1P2 ag | PostGolgi ctrl | H69AR inhibit | S1P2 antag | DAT uptake mod
Cc1ccc(CC(=O)N2CC(C)OC(C)C2)cc1 (configuration not stated) | 101 | 5 | 5 | 105 | -4 | 4 | 87 | -2 | 0.26
CSc1nc(-c2ccco2)nn1C(=O)c1ccc(C)cc1 | 91 | -2 | -4 | 94 | · | 4 | 100 | · | 0.9
Cc1ccc(S(=O)(=O)NCc2ccc(C(=O)NCCCN3CCN(C)CC3)cc2)cc1 | 90 | 2 | 0 | 102 | -4 | 1 | 98 | 15 | 1.6
COc1cc(C)c(S(=O)(=O)Nc2ccccc2F)cc1C | 105 | -13 | -2 | 94 | -3 | 14 | 98 | -11 | -0.097

New compounds follow.
SMILES | HUVEC prolif 384 | PostGolgi yeast | E coli WT exp | Lung fibro prol | S1P2 ag | PostGolgi ctrl | H69AR inhibit | S1P2 antag | DAT uptake mod
COc1ccc(NC(=O)c2ncn[nH]2)cc1 | 109 | 19 | 4 | 107 | -5 | 22 | 105 | 11 | 1.2
O=C1C(Cc2ccccc2)C(c2ccccc2)N1c1ccccc1 (configuration not stated) | · | -2 | 2 | · | -7 | 13 | · | -9 | -0.56
COc1ccc(S(=O)(=O)N(C(=O)C(C)C)c2ccc3oc(=O)sc3c2)cc1 | 72 | 26 | 3 | 91 | 0 | 27 | 49 | -14 | -0.082
CSc1nc2sc3c(c2c(=O)[nH]1)CCC(C)C3 (configuration not stated) | 110 | -5 | -4 | 106 | -4 | 3 | 94 | -24 | -0.0096
COc1ccc(C2C(C(=O)Nc3cccc(C)n3)c3ccccc3C(=O)N2C)cc1OC (configuration not stated) | 104 | 7 | -5 | 103 | -3 | 7 | 92 | 20 | 1.6
CCC(=O)Nc1sc(C(=O)N2CCCCC2)c(C)c1C#N | 99 | 6 | -2 | 98 | -10 | -6 | 97 | 6 | 1.7
OC(CN1c2ccccc2Sc2ccccc21)Cn1nnc2ccccc21 (configuration not stated) | 60 | 10 | -9 | 90 | -7 | 47* | 25* | 14 | ·
CCOC(=O)CCCNC(=O)COC(=O)c1cc2ccccc2cc1O | 105 | -2 | -11 | 101 | -7 | 5 | 103 | 17 | 0.46
CCCCNS(=O)(=O)c1ccc(S(=O)(=O)NCc2ccncc2)cc1 | 89 | · | · | 99 | -4 | · | 88 | 19 | -0.48
COC(=O)c1cc(OC)c(OC)cc1NC(=O)c1oc2ccccc2c1C | 89 | · | · | 111 | -3 | · | 75 | -17 | ·
CCc1ccc(NC(=S)NC2CC3CCCC(C2)N3Cc2cccs2)cc1 (configuration not stated) | · | 0 | 4 | · | -5 | -2 | · | -13 | -0.52
Cc1[nH]nc2c1C(c1ccc(F)cc1)C1=C(CC(C)(C)CC1=O)N2 (configuration not stated) | 95 | -3 | -2 | 99 | -5 | 29 | 80 | -15 | 0.25
O=c1[nH]c(CN2CCN(c3ccc([N+](=O)[O-])cc3)CC2)nc2ccsc12 | 96 | -6 | 4 | 98 | -6 | 5 | 93 | 8 | -0.038
CCCNC(=O)NC(C(=O)OC)C12CC3CC(CC(C3)C1)C2 (configuration not stated) | 115 | 17 | -1 | 94 | -4 | 7 | 92 | 1 | 0.26
COc1cc(NC(=O)NCc2ccncc2)cc(OC)c1OC | 99 | 2 | -3 | 98 | -3 | 4 | 95 | 3 | -0.44
Fc1cnc(N2CCOCC2)nc1N1CCc2ccccc21 | 76 | 2 | -2 | 92 | -4 | 9 | 86 | -6 | -0.56
CCN1CCN(C(c2ccc(OC)cc2)C(O)C(=O)c2c[nH]c3ccccc23)CC1 (configuration not stated) | 88 | -3 | -3 | 93 | -5 | 15 | 86 | -6 | -0.61
Cc1cc(NC(=O)CSc2nnc(-c3ccc(S(=O)(=O)N4CCCC4)cc3)n2C)no1 | 98 | 17 | -2 | 100 | -5 | 12 | 93 | 13 | -0.79
O=C(NCc1ccccc1)c1nc2c(nnn2Cc2cccc(Cl)c2)c(=O)[nH]1 | 83 | · | · | 107 | -8 | · | 118 | -10 | -0.12
Cc1cc(N2CCCCC2)nc(SCc2ccc(C#N)cc2)n1 | 100 | 1 | 0 | 94 | -3 | 40* | 95 | -10 | 0.027
CCOC(=O)Nc1sc2c(c1C#N)CCCC2 | 106 | -3 | -13 | 95 | -1 | 7 | 61 | -37 | -0.03
O=C(O)/C=C/c1ccccc1Oc1ccccc1 | · | -9 | 2 | · | 0 | 5 | · | 5 | -0.85
Cc1ccc(C(=O)C2(C)C3c4cc(Br)ccc4OC(=O)C32C(=O)c2ccco2)cc1 (configuration not stated) | 102 | -14 | -10 | 95 | 0 | 17 | 99 | 1 | 0.77
COc1ccc(NC(=O)Cn2nnc(-c3ccccc3N)n2)cc1OC | 93 | 5 | -3 | 95 | -1 | 4 | 79 | -16 | 0.13
NC(=O)COC(=O)CCCc1c[nH]c2ccccc12 | 93 | -2 | 5 | 98 | -4 | 5 | 91 | 8 | 0.018
CCc1ccc(NC2=NCC(=O)N2Cc2ccc3c(c2)OCO3)cc1 | 99 | -5 | 5 | 104 | · | 3 | 94 | · | -0.46

Shown as labelled records: part of the list above.
CCOC(=O)Nc1sc2c(c1C#N)CCCC2
  HUVEC prolif 384: 106
  PostGolgi yeast: -3
  E coli WT exp: -13
  Lung fibro prol: 95
  S1P2 ag: -1
  PostGolgi ctrl: 7
  H69AR inhibit: 61
  S1P2 antag: -37
  DAT uptake mod: -0.03
O=C(O)/C=C/c1ccccc1Oc1ccccc1
  HUVEC prolif 384: ·
  PostGolgi yeast: -9
  E coli WT exp: 2
  Lung fibro prol: ·
  S1P2 ag: 0
  PostGolgi ctrl: 5
  H69AR inhibit: ·
  S1P2 antag: 5
  DAT uptake mod: -0.85
